NPSR antag: antagonists of human neuropeptide S receptor cAMP signaling; Q6W5P4; CHO-NPSR cells, cAMP TR-FRET, antagonist mode; Potency, µM (series often up to 38.3 µM), inactives show top-dose activity change, negative = inhibition, actives largely listed as inhibitors; 220,000 compounds, 1% hits; further: potency means the concentration at half of the fitted maximal effect; on the % scale 0 is the no-effect control and ±100 the full control effect; nearly all actives have a fitted effect of over 50% in size; many of its hits are not listed in these tables
Target sequence (Q6W5P4 whole entry, looked up): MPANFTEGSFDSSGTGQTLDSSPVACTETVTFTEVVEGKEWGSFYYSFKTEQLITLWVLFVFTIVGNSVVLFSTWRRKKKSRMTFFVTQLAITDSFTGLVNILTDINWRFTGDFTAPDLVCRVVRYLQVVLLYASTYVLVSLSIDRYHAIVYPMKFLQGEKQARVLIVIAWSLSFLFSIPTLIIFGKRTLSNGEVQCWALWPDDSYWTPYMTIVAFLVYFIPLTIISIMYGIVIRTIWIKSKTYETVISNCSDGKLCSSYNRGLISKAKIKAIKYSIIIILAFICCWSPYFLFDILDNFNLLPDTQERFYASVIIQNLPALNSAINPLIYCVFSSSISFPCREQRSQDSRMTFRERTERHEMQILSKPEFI
IMPase Li cell: IMPase inhibition in cells with lithium potentiation | 210,000 compounds, 0.35% hits | AID 1457 | CHO-M1 cells, IP1 TR-FRET (IP-One), carbachol + lithium | Potency, µM (series often up to 59.4 µM), for the others: at the top dose activity, negative = IMPase inhibition, usual class: inhibitors;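 further: IP1 builds up when IMPase is blocked and the TR-FRET signal falls; potency means the concentration at half of the fitted maximal effect; plate controls were basal vehicle for no effect and high inhibitor control for full effect; nearly all actives have a fitted effect of over 50% in size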
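Lithium-sensitised IP1 accumulation assay; M1-expressing CHO cells treated 30 min at 37C with compound. Competitive antibody detection by time-resolved FRET followed a 10 min room-temperature lysis step.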
CBFb-RUNX1 inh: blocks binding between human CBF-beta and RUNX1; AlphaScreen CBFb-His/RUNX1-biotin binding, biochemical; Potency, µM (doses to about 59.8 µM), inactives show at the top dose activity, negative = inhibition, actives largely listed as inhibitors; 230,000 tested, under 10 active; AID 1477; further: % of control where 0% means no effect
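Read-out: AlphaScreen. Format: His-CBF-beta with biotinylated RUNX1 (30 nM each) preincubated 20 min, compound 15 min, Ni-chelate plus streptavidin beads 90 min; room temperature throughout.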
KinaseGlo FLuc: counter-screen: inhibitors of Kinase-Glo firefly luciferase; 200,000 compounds, 0.28% hits; Potency, µM (top dose mostly 38.3 µM), for the others: top-dose activity change, negative = inhibition, actives largely listed as inhibitors; Q27757; AID 1379; Kinase-Glo luciferase, ATP luminescence, 8 min; further: potency means the concentration at half of the fitted maximal effect; on the % scale 0 is the no-effect control and ±100 the full control effect; nearly all actives have a fitted effect of over 60% in size
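Recombinant Kinase-Glo luciferase, 10 uM ATP (linear range), luciferin; imidazole pH 7.2 / KCl / MgCl2 / Tween / BSA buffer; 8 min RT; luminescence.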
aGal spleen mod: inhibits or activates alpha-galactosidase in human spleen homogenate. P06280. human spleen homogenate, 4MU-alpha-Gal fluorescence, 40 min. Potency, µM (titrated, usually from 80 µM), without a hit: at the top dose activity change, negative = inhibition, actives largely listed as inhibitors. 240,000 compounds, 0.008% hits. AID 2107;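 further: potency means the concentration at half of the fitted maximal effect; 0% = enzyme with vehicle and -100% = no enzyme basal signal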
Target sequence (P06280 32-429 limits assumed): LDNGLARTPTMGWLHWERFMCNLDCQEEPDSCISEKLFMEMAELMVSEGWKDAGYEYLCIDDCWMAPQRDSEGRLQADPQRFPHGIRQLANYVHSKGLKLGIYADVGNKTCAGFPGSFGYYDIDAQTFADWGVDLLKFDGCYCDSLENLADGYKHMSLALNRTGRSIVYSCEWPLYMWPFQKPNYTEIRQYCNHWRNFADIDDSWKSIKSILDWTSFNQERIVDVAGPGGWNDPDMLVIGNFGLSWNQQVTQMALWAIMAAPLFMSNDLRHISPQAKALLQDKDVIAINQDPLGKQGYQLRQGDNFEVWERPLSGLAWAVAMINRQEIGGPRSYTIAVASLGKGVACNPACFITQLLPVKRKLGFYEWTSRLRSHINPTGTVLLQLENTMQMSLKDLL
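Human spleen homogenate (1 ug) as enzyme source, 4-methylumbelliferyl-alpha-D-galactopyranoside 1 mM final, citrate/phosphate pH 5.0 with 0.01% Tween-20. Compounds 40 min at 37C, NaOH/glycine stop; fluorescence Ex 365/Em 440, Hill-fit AC50.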
LMNA splice mod: LMNA splicing modulation | Potency, µM (highest dose often 46.1 µM), for the others: top-dose ratio change, negative = inhibition, actives largely listed as inhibitors | AID 1487 | 200,000 compounds, 0.01% hits | HeLa LMNA splicing GFP/RFP minigene ratio, 48 h; active means well fitted inhibition curve with a large enough effect in the signal ratio, with a control signal flat, not every such curve was filed as active; inconclusive means small, poorly fitted or top-dose-only effect, or effect the other way, or a change in a side signal; the % refers to the signal ratio; further: potency means the concentration at half of the fitted maximal effect; on the % scale 0 is the no-effect control and ±100 the full control effect
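Read-out is the ratio of GFP to DsRed2 object intensity, acquired by 488 nm laser-scanning cytometry on HeLa lamin A-EGFP minigene reporter cells. Compound incubation 48 hrs at 37 °C in Opti-MEM with 2% FBS; DMSO 0.5% final.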
Epigenetic reg: epigenetic control regulation, reporter derepression; murine LDR cells, GFP reporter derepression, 30 h; Potency, µM (doses to about 53.9 µM), without a hit: top-dose GFP activation, most hits filed as activators; 280,000 compounds, 0.2% hits; further: potency means the concentration at half of the fitted maximal effect; % of control where 0% means no effect; nearly all actives have a fitted effect of over 60% in size
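Murine LDR cells carrying a silenced, genomically integrated CMV-driven GFP reporter were exposed to compound for 30 hours at 37 C. After PBS washes, GFP-positive cells (20–120 um objects) were counted by laser-scanning microplate cytometry.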
* marks the source's active call; other numbers are inactive results; [ ] = dose if it differs, or a comment. Unless noted, the call rests on the fitted dose curve; in most records, active means well fitted curve in the direction sought with a large enough effect; inconclusive means small, poorly fitted or top-dose-only effect, or another doubt; inactive means no such curve, though single readings can be large; an effect the other way counts as inactive or inconclusive.

How did CC1CC(=O)c2cnc(Nc3ccccc3)nc2C1 (stereo not given) do in these assays?
NPSR antag: 2.0%[46.1 µM]; IMPase Li cell: 21.1%[38.3 µM]; CBFb-RUNX1 inh: 3.7%; KinaseGlo FLuc: -10.7%; aGal spleen mod: 4.5%; LMNA splice mod: -3.7%; Epigenetic reg: -1.0%

What do the screens show for `COCCNC(=O)CSc1nccn1Cc1ccc2c(c1)OCO2`?
NPSR antag: 11.9%; IMPase Li cell: -2.8%; CBFb-RUNX1 inh: 1.5%; KinaseGlo FLuc: 0.1%; aGal spleen mod: -5.3%; LMNA splice mod: inconclusive; Epigenetic reg: 1.1%

Results for Cc1cc(C(=O)OCC(=O)N2CC(=O)Nc3ccccc32)c(C)n1-c1ccc(F)cc1 ?
NPSR antag: -1.5%; IMPase Li cell: 6.3%; CBFb-RUNX1 inh: inconclusive; KinaseGlo FLuc: 5.6%; aGal spleen mod: 0.6%; LMNA splice mod: inconclusive; Epigenetic reg: 0.0%

What do the screens show for `CCc1ccccc1NC(=O)NC1CC2CCC(C1)N2Cc1ccco1` (stereo not given)?
NPSR antag: 11.2%; IMPase Li cell: 17.7%; CBFb-RUNX1 inh: 0.3%; KinaseGlo FLuc: 3.6%; aGal spleen mod: -0.2%; LMNA splice mod: -10.2%[46 µM]; Epigenetic reg: -5.4%

What do the screens show for `CC(C)CN1C(=O)/C(=C/c2c(N3CCc4ccccc4C3)nc3ccccn3c2=O)SC1=S`?
NPSR antag: -13.8%; CBFb-RUNX1 inh: 8.3%; aGal spleen mod: 3.4%; Epigenetic reg: 4.47µM*

Results for COc1ccc(N2CCN(C(=O)CCCn3c(=O)[nH]c4cc(Cl)ccc4c3=O)CC2)cc1 ?
NPSR antag: -14.6%[46.1 µM]; IMPase Li cell: 17.6%[38.3 µM]; CBFb-RUNX1 inh: 5.3%; KinaseGlo FLuc: -1.0%; aGal spleen mod: 5.5%; LMNA splice mod: 14.7%; Epigenetic reg: 0.9%

What do the screens show for `Cc1cccc(NC(=S)NCC(c2cccnc2)N2CCOCC2)c1` (stereo not given)?
NPSR antag: 16.0%; IMPase Li cell: -3.1%; CBFb-RUNX1 inh: 3.4%; KinaseGlo FLuc: 4.3%; aGal spleen mod: -8.1%; LMNA splice mod: -5.5%; Epigenetic reg: -1.1%

What do the screens show for `O=C(CSc1ccc2c(c1)OCCO2)NCc1ccco1`?
NPSR antag: inconclusive; IMPase Li cell: 11.9%[38.3 µM]; CBFb-RUNX1 inh: 4.8%; KinaseGlo FLuc: 0.0%; aGal spleen mod: 8.2%; LMNA splice mod: 9.0%; Epigenetic reg: 2.2%

What do the screens show for `COc1ccc(CC(=O)NC(C)c2nnc(SCCC(=O)Nc3ccccc3)n2C)cc1` (stereo not given)?
NPSR antag: 3.8%; IMPase Li cell: 8.5%; CBFb-RUNX1 inh: 18.3%; KinaseGlo FLuc: -2.6%; aGal spleen mod: -3.9%; LMNA splice mod: inconclusive; Epigenetic reg: -0.4%

How did COc1ccc(/C=N/NC(=O)CCc2nc3ccccc3[nH]2)cc1 do in these assays?
NPSR antag: 10.7%; IMPase Li cell: 4.0%; CBFb-RUNX1 inh: 0.8%; KinaseGlo FLuc: 2.1%; aGal spleen mod: -2.1%; LMNA splice mod: 0.3%; Epigenetic reg: 1.3%

What do the screens show for `O=C(CNc1c(Br)cc(Br)cc1Br)NN=C1CCCCC1`?
NPSR antag: 22.4%; IMPase Li cell: -6.9%; CBFb-RUNX1 inh: 11.6%; KinaseGlo FLuc: 2.2%; aGal spleen mod: 1.4%; LMNA splice mod: -4.3%; Epigenetic reg: -1.0%

What do the screens show for `CN1CCN(c2nc3c(c(=O)[nH]c(=O)n3C)n2CCSc2nnnn2-c2ccccc2)CC1`?
NPSR antag: 7.8%; CBFb-RUNX1 inh: 0.1%; aGal spleen mod: -3.8%; Epigenetic reg: -1.1%

Results for O=C(Cn1nc(C(F)(F)F)c2c1CCCC2)NCc1ccco1 ?
NPSR antag: -10.2%[46.1 µM]; IMPase Li cell: -5.3%[38.3 µM]; CBFb-RUNX1 inh: 4.1%; KinaseGlo FLuc: -2.5%; aGal spleen mod: -2.1%; LMNA splice mod: -2.7%; Epigenetic reg: 0.7%

Results for O=C(Nc1cccnc1)c1ccc(F)cc1 ?
NPSR antag: -0.5%[46.1 µM]; IMPase Li cell: -8.4%; CBFb-RUNX1 inh: 12.4%; KinaseGlo FLuc: -1.9%; aGal spleen mod: 5.8%; LMNA splice mod: -11.5%; Epigenetic reg: 1.0%

What do the screens show for `CCc1noc(C)c1C(=O)N1CCCC(C(=O)c2cc(F)ccc2F)C1` (stereo not given)?
NPSR antag: 2.9%; IMPase Li cell: 8.7%; CBFb-RUNX1 inh: -2.3%; KinaseGlo FLuc: -0.6%; aGal spleen mod: -6.6%; Epigenetic reg: -1.2%

Results for N#Cc1ccccc1NC1=CC(=O)CCC1 ?
NPSR antag: -4.5%[46.1 µM]; IMPase Li cell: -5.5%[38.3 µM]; CBFb-RUNX1 inh: -29.6%; KinaseGlo FLuc: -2.2%; aGal spleen mod: -4.3%; LMNA splice mod: -5.7%; Epigenetic reg: -3.7%

Results for CCOCCOC(=O)c1ccc(-n2cncn2)nc1 ?
NPSR antag: -6.4%[46.1 µM]; IMPase Li cell: 48.2%[activator][38.3 µM]; CBFb-RUNX1 inh: -0.9%; KinaseGlo FLuc: -0.1%; aGal spleen mod: -4.7%; LMNA splice mod: 20.8%; Epigenetic reg: -1.5%

Results for CN1CCN(c2ccnc(-c3ccoc3)n2)CC1 ?
IMPase Li cell: 0.4%; aGal spleen mod: -16.4%; LMNA splice mod: inconclusive

Results for N/C(Cc1ccccc1Sc1ccccc1)=N\O ?
NPSR antag: 22.4%; IMPase Li cell: 0.9%; CBFb-RUNX1 inh: -6.0%; KinaseGlo FLuc: -1.7%; aGal spleen mod: -6.6%; LMNA splice mod: 4.6%; Epigenetic reg: -1.3%

How did O=C(COC(=O)/C=C/c1ccc([N+](=O)[O-])cc1)NCc1ccco1 do in these assays?
NPSR antag: -8.0%; CBFb-RUNX1 inh: 8.8%; aGal spleen mod: 1.7%; Epigenetic reg: -1.3%

What do the screens show for `CCc1nnc(NS(=O)(=O)c2ccc(N3C(=O)c4ccccc4C3=O)cc2)s1`?
NPSR antag: -11.5%; IMPase Li cell: 3.4%; CBFb-RUNX1 inh: 14.5%; KinaseGlo FLuc: 1.9%; aGal spleen mod: 0.0%; Epigenetic reg: 10.5%

What do the screens show for `Cc1cc(N2C3CCC2CC(O)(c2ccc(F)cc2)C3)nc(-c2ccccc2)n1` (stereo not given)?
NPSR antag: inconclusive; IMPase Li cell: 34.1%[38.3 µM]; CBFb-RUNX1 inh: 7.6%; KinaseGlo FLuc: 4.6%; aGal spleen mod: 1.0%; LMNA splice mod: -12.1%; Epigenetic reg: 0.0%

How did COc1ccc(N2C(N)=NC(N)=NC2(C)C)cc1 do in these assays?
NPSR antag: -0.2%[46.1 µM]; IMPase Li cell: 5.6%[38.3 µM]; CBFb-RUNX1 inh: -0.9%; KinaseGlo FLuc: -0.6%; aGal spleen mod: -1.8%; LMNA splice mod: -5.1%; Epigenetic reg: -0.2%

Results for CC(=O)Nc1ccc2nc3ccccc3nc2c1 ?
NPSR antag: -45.2%; CBFb-RUNX1 inh: 9.3%; aGal spleen mod: 15.7%; Epigenetic reg: 0.0%

What do the screens show for `Cc1nc(N2CCCCC2C)c2c(C)c(C(=O)Nc3cccc(C(F)(F)F)c3)sc2n1` (stereo not given)?
NPSR antag: -46.0%; IMPase Li cell: -5.0%; CBFb-RUNX1 inh: 3.2%; KinaseGlo FLuc: 10.8%; aGal spleen mod: 4.4%; Epigenetic reg: 7.2%

What do the screens show for `CC1CCCN(C(=O)CCS(=O)(=O)Cc2ccccc2)C1` (stereo not given)?
NPSR antag: -8.6%[46.1 µM]; IMPase Li cell: 32.1%[38.3 µM]; CBFb-RUNX1 inh: 1.1%; KinaseGlo FLuc: -4.8%; aGal spleen mod: 0.8%; LMNA splice mod: 6.6%; Epigenetic reg: -1.0%

Results for Cc1cccc(-n2ncc3c(N)ncnc32)c1 ?
NPSR antag: inconclusive; IMPase Li cell: -9.1%[38.3 µM]; CBFb-RUNX1 inh: 10.2%; KinaseGlo FLuc: -2.5%; aGal spleen mod: 0.9%; LMNA splice mod: -5.0%; Epigenetic reg: -3.6%

What do the screens show for `COC(=O)CN1C(=O)C(O)(CC(=O)c2ccc(C)o2)c2ccccc21` (stereo not given)?
NPSR antag: -4.5%[46.1 µM]; IMPase Li cell: 26.6%[38.3 µM]; CBFb-RUNX1 inh: 6.8%; KinaseGlo FLuc: -1.0%; aGal spleen mod: 12.4%; LMNA splice mod: -3.4%; Epigenetic reg: 2.0%

How did CCOc1cnc(-c2ccc(OC)cc2)o1 do in these assays?
NPSR antag: -2.2%[46.1 µM]; IMPase Li cell: -16.6%[38.3 µM]; CBFb-RUNX1 inh: 3.1%; KinaseGlo FLuc: -2.0%; aGal spleen mod: -0.1%; LMNA splice mod: 14.1%; Epigenetic reg: -1.0%

What do the screens show for `O=C(c1ccccc1Sc1cccc2ccccc12)N1CCOCC1`?
NPSR antag: -16.2%[46.1 µM]; IMPase Li cell: 7.7%; CBFb-RUNX1 inh: 4.3%; KinaseGlo FLuc: -2.0%; aGal spleen mod: -0.3%; LMNA splice mod: -10.1%; Epigenetic reg: 4.7%

How did NS(=O)(=O)c1cc2c(cc1Cl)N[C@@H](CC1CCCC1)NS2(=O)=O do in these assays?
IMPase Li cell: -4.4%; CBFb-RUNX1 inh: -2.5%[21.7 µM]; KinaseGlo FLuc: 2.4%[17.1 µM]; aGal spleen mod: -10.7%[29.1 µM]; LMNA splice mod: inconclusive; Epigenetic reg: 0.0%[16.9 µM]

How did COc1ccc(CN(C)CC(=O)Nc2sc3c(c2C#N)CCC3)c(OC)c1 do in these assays?
NPSR antag: -19.6%; IMPase Li cell: 13.6%; CBFb-RUNX1 inh: -10.6%; KinaseGlo FLuc: -2.4%; aGal spleen mod: 2.7%; LMNA splice mod: 17.6%[46 µM]; Epigenetic reg: 2.4%

Source: PubChem BioAssay (National Center for Advancing Translational Sciences (NCATS))

These rows are one share of the data; rates above refer to the full screens.
